# Compound activity (PubChem BioAssay)
# WRN inhibitor: qHTS for Inhibitors of WRN Helicase | Potency, µM (highest dose often 114 µM), for the others: at the highest dose activity change, negative = inhibition, usual class: inhibitors | 360,000 tested, 0.46% active | Bifunctional 3'-5' exonuclease/ATP-dependent helicase WRN (Homo sapiens), Q14191 | WRN helicase unwinding, fluorescent forked duplex, kinetic; further: potency means the concentration at half of the fitted maximal effect; on the % scale 0 is the no-effect control and ±100 the full control effect; nearly all actives have a fitted effect of over 55% in size
# Target sequence (Q14191 whole entry, looked up): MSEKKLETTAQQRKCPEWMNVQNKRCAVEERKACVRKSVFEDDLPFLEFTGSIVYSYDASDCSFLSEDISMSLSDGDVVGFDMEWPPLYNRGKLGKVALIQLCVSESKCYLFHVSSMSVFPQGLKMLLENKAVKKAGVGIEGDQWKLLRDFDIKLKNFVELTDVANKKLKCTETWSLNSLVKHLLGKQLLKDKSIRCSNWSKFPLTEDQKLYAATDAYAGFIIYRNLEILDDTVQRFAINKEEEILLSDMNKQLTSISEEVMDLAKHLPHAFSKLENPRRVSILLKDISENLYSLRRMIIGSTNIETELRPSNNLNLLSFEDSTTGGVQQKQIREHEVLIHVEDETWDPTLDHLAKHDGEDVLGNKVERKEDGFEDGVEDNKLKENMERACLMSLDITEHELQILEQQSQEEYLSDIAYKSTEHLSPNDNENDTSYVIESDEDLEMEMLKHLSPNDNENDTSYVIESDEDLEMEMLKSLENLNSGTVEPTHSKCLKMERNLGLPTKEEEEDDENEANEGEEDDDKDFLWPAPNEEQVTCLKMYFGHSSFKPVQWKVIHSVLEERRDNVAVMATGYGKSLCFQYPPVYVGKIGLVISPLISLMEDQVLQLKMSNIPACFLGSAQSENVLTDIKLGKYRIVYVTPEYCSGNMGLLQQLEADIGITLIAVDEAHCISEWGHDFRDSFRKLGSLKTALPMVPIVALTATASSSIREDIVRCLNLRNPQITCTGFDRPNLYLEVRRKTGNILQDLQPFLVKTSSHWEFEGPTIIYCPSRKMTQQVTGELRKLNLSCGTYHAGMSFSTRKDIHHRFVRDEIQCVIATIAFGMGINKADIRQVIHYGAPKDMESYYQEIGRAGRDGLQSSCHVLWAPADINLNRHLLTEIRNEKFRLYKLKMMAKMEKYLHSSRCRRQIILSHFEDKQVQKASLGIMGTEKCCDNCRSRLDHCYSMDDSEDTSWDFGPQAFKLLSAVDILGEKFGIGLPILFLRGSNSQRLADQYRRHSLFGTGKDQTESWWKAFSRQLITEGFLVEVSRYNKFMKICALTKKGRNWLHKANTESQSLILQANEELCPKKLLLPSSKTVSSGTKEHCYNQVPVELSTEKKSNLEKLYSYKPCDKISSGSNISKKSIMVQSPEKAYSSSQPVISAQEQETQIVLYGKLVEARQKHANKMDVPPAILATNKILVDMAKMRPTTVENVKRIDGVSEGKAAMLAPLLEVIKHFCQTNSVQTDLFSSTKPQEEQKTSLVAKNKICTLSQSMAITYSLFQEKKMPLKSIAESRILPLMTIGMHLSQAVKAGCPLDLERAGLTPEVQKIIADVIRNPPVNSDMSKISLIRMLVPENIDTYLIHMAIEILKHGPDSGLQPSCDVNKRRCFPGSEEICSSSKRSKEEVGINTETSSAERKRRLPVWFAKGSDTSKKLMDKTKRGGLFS
#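 Fluorescence dequenching readout, ex 525 nm/em 598 nm, kinetic mode: forked duplex DNA (100 nM final) with adjacent fluorophore and quencher unwound by WRN (20 nM final) with 2 mM ATP. Compound preincubation 15 min, room temperature.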
# KB-V1 MDR tox: qHTS assay for MDR1-selective chemotherapeutics: Primary screen using the drug-selected MDR subline cells KB-V1. Potency, µM (top dose mostly 46.1 µM), inactives show top-dose activity change, negative = cytotoxicity, usual class: cytotoxic. 400,000 tested, 3.4% active. AID 1347076, 2019. KB-V1 MDR cells viability, CellTiter-Glo, 72 h; further: potency means the concentration at half of the fitted maximal effect; on the % scale 0 is the no-effect control and ±100 the full control effect; nearly all actives have a fitted effect of over 60% in size
#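 Drug-selected KB-V1 cells, grown in DMEM lacking phenol red with 10% FBS, receive compound titrations; after three days at 37 degrees C, surviving cell ATP is quantified by CellTiter-Glo luminescence and responses normalized and curve-fitted.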
# ATXN2 expr inh: Primary qHTS for Inhibitors of ATXN expression. HEK-293 ATXN2-luciferase reporter, luminescence, 24 h. Potency, µM (highest dose often 57 µM), for inactives: top-dose activity change, negative = inhibition, most hits filed as inhibitors. 360,000 tested, 0.72% active; further: potency means the concentration at half of the fitted maximal effect; on the % scale 0 is the no-effect control and ±100 the full control effect; nearly all actives have a fitted effect of over 55% in size
#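 ATXN2-luciferase reporter cells (luciferase flanked by upstream and downstream ATXN2 gene portions) were treated 24 h at 37 °C with compounds at up to 57 uM. SteadyGlo luminescence gave expression; GF-AFC fluorescence gave viability.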
# SW480 rerep: A quantitative high throughput screen for small molecules that induce DNA re-replication in SW480 colon adenocarcinoma cells | 340,000 tested, 1.8% active | Potency, µM (doses to about 46.1 µM), for inactives: at the highest dose re-replication activation, hits mostly activators | SW480 DNA re-replication, Hoechst DNA content imaging, 48 h | AID 624297, 2012; further: potency means the concentration at half of the fitted maximal effect; % of control where 0% means no effect; nearly all actives have a fitted effect of over 55% in size
#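 Treated cells incubate 48 hr (37 C, 5% CO2), are stained 40 min with Hoechst, and nuclear fluorescence is enumerated; a rise in nuclei with high DNA signal marks re-replication.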
# KB-3-1 tox: qHTS assay for MDR1-selective chemotherapeutics: Primary screen using the parental adenocarcinoma cell KB-3-1 | Potency, µM (highest dose often 46.1 µM), for the others: top-dose activity change, negative = cytotoxic, usual class: cytotoxic | 400,000 tested, 1.4% active | KB-3-1 viability, CellTiter-Glo ATP luminescence, 72 h; further: potency means the concentration at half of the fitted maximal effect; on the % scale 0 is the no-effect control and ±100 the full control effect; nearly all actives have a fitted effect of over 60% in size
#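 Viability of parental KB-3-1 cells, measured by CellTiter-Glo luminescence, followed a 72 h incubation at 37 °C with pinned compounds in phenol-red-free DMEM containing 10% FBS.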
# HT1080NT lethal: qHTS for induction of synthetic lethality in tumor cells producing 2HG: qHTS for the HT-1080-NT fibrosarcoma cell line | AID 686970, 2013 | HT-1080-NT fibrosarcoma viability, CellTiter-Glo ATP luminescence, 48 h | Potency, µM (doses to about 46.1 µM), inactives show at the highest dose activity, negative = less viability, hits mostly cytotoxic | 360,000 tested, 1.6% active;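 further: NT is the 2HG producing partner of a matched IDH1 knockdown line; potency means the concentration at half of the fitted maximal effect; 0% = DMSO-treated cells and -100% = media-only wells without cells; nearly all actives have a fitted effect of over 55% in size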
#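 Fibrosarcoma NT cells, 750 per well in 5% FBS RPMI, were exposed to compound for 48 hours. Viability: CellTiter-Glo luminescence.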
# HT1080 IDH1KD tx: qHTS for induction of synthetic lethality in tumor cells producing 2HG: qHTS for the HT-1080-IDH1KD cell line; HT-1080 IDH1 knockdown viability, ATP luminescence, 48 h; Potency, µM (highest dose often 46.1 µM), for inactives: at the top dose activity, negative = toxicity, most hits filed as cytotoxic; 360,000 tested, 2% active; AID 686971, 2013;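 further: potency means the concentration at half of the fitted maximal effect; 0% = DMSO wells and -100% = cell-free medium wells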
#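 Assay cells: HT-1080 with IDH1 knockdown, 750 per well, RPMI/5% FBS. Exposure: 48 h at 37 °C following 2 h pre-incubation. Read: CellTiter-Glo luminescence; fitted concentration-response, curve class assigned.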
# IL-1B inflam inh: qHTS for Inhibitors of Inflammasome Signaling: IL-1-beta AlphaLISA Primary Screen. THP-1 LPS/ATP IL-1B secretion, AlphaLISA, 16 h; active compounds read low. activity change, % at 57.5 µM. 360,000 tested, 4.7% active. AID 743279, 2014; in the data active means activity change below about -50%; inconclusive means mostly about -30% to -49%; further: on the % scale 0 is the no-effect control and ±100 the full control effect
#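 Secreted IL-1B measured by AlphaLISA bead assay after 16 h compound exposure of THP-1 cells; compounds (final up to 57.5 uM) added 1 h before LPS (250 ng/mL) and ATP (1.25 mM) stimulation; lower signal means less secretion.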
# MCF10A rereplic: A quantitative high throughput screen for small molecules that induce DNA re-replication in MCF 10a normal breast cells | 350,000 tested, 2.9% active | Potency, µM (doses to about 46.1 µM), inactives show at the highest dose activity, positive = re-replication, actives largely listed as activators | MCF 10A DNA re-replication, Hoechst nuclear intensity, 48 h; further: potency means the concentration at half of the fitted maximal effect; % of control where 0% means no effect; nearly all actives have a fitted effect of over 50% in size
# * = called active by the depositor; ? = inconclusive; . = no result given; [ ] = remark or other dose. Unless noted, the call rests on the fitted dose curve; in most records, active means well fitted curve in the direction sought with a large enough effect; inconclusive means small, poorly fitted or top-dose-only effect, or another doubt; inactive means no such curve, though single readings can be large; an effect the other way counts as inactive or inconclusive. Not a hit list. Share with any hit: about 12%.
nr	canonical_smiles	WRN inhibitor	KB-V1 MDR tox	ATXN2 expr inh	SW480 rerep	KB-3-1 tox	HT1080NT lethal	HT1080 IDH1KD tx	IL-1B inflam inh	MCF10A rereplic
1	CSCC[C@H](NC(=O)OC(C)(C)C)C(=O)N1CCC(C(=O)N[C@@H](C)C(=O)NCc2ccc(F)cc2)CC1	4%	?	-5%	-7%	0%	-1%	-1%	15	6%
2	COc1ccccc1CNC(=O)C[C@@H]1C[C@H]2c3cc(N(C)C)ccc3O[C@H]2[C@H](CO)O1	4%	-13%	0%	.	-18%	1%	2%	-18	.
3	Cc1ccc(C(=O)NCc2ccccn2)cc1NC1=NC2CS(=O)(=O)CC2S1 (configuration not stated)	-4%	-5%	11%	-16%	4%	9%	3%	5	5%
4	CC(C)[C@H](NC(=O)OC(C)(C)C)c1nnc(SCC(=O)Nc2ccc(Br)cc2)o1	-7%	-2%	0%	-5%	2%	-6%	-9%	4	9%
5	COc1cc(NC(=O)C2=CC(c3ccc(C)cc3)=NS(=O)(=O)N2C)cc(OC)c1OC	-10%	8%	-21%	22%	10%	-8%	-5%	-18	11%
6	CC1=C(C(=O)Nc2ccccc2)C(c2cccs2)C(C#N)=C(SCC#N)N1 (configuration not stated)	-5%	-9%	1%	2%[9.22 µM]	3%	-11%	-14%	-17	?
7	Cc1ccc(S(=O)(=O)NC(=O)C2(C)CCN2C(=O)C2(c3ccc(Cl)cc3)CC2)nc1 (configuration not stated)	3%	9%	4%	.	0%	10%	30%	21	.
8	CC(C)CCOc1ncnc2c1sc1nc3c(cc12)CSC(C)(C)C3	-27%	28%	5%	-1%	-16%	15%	-2%	-14	?
9	Cc1ccc(NC(=O)C(=O)NCC2CCCO2)cc1C (configuration not stated)	6%	2%	24%	.	6%	18%	12%	-13	.
10	Cc1cc(-n2c(C)cc(C(=O)CN3C(=O)NC4(CCCCCC4)C3=O)c2C)no1	-10%	?	-10%	?	2%	-18%	-3%	-15	?
11	CC1(C)Oc2ccc3ccc(=O)oc3c2[C@@H](O)[C@H]1O	-4%	1%	4%	3%	18%	-12%	11%	7	10%
12	CCc1nc2ccccc2c(C(=O)OCC(=O)N(CC(C)C)c2c(N)n(Cc3ccccc3)c(=O)[nH]c2=O)c1C	7%	-19%	-6%	?	8%	?	?	-28	?
13	COc1cc(NC(=O)C2CCC(CNc3c(N4CCCCC4)c(=O)c3=O)CC2)cc(OC)c1 (configuration not stated)	-18%	0%	-5%	-7%	0%	?	5%	-7	3%
14	Cc1onc(-c2c(Cl)cccc2Cl)c1NC(=O)NC1CCSC1 (configuration not stated)	-1%	?	3%	-4%	4%	11%	11%	13	-2%
15	CCOC(=O)C1CCCN(S(=O)(=O)c2ccc(Br)s2)C1 (configuration not stated)	-5%	-11%	-10%	?	1%	4%	-4%	0	7%
16	CC(C)C(=O)NCC(c1ccc2c(c1)OCO2)N1CCOCC1 (configuration not stated)	-4%	?	.	22%	11%	0%	13%	19	9%
17	CCNc1nc(NCC)nc(OCCOC(=O)COc2ccc(Cl)cc2Cl)n1	-13%	0%	6%	-7%	2%	8%	8%	3	5%
18	Cc1cc(C(=O)COC(=O)c2ccc(O)cc2O)c(C)n1-c1ccc(OC(F)F)cc1	1%	?	-19%	0%	16µM*	-7%	-20%	-3	?
19	O=C1C2CC=CCC2C(=O)N1n1cnnc1 (configuration not stated)	-1%	-22%	-12%	3%	6%	6%	14%	-2	?
20	COc1ccc(CN=C(Nc2ccccc2)SC2CC(=O)N(C)C2=O)cc1 (configuration not stated)	1%	?	4%	-695%[inhibitor]	30%	-8%	-5%	-4	17%

# Pulled by compound from the list above:
nr	canonical_smiles	WRN inhibitor	KB-V1 MDR tox	ATXN2 expr inh	SW480 rerep	KB-3-1 tox	HT1080NT lethal	HT1080 IDH1KD tx	IL-1B inflam inh	MCF10A rereplic
7	Cc1ccc(S(=O)(=O)NC(=O)C2(C)CCN2C(=O)C2(c3ccc(Cl)cc3)CC2)nc1 (configuration not stated)	3%	9%	4%	.	0%	10%	30%	21	.
13	COc1cc(NC(=O)C2CCC(CNc3c(N4CCCCC4)c(=O)c3=O)CC2)cc(OC)c1 (configuration not stated)	-18%	0%	-5%	-7%	0%	?	5%	-7	3%

# (more compounds)
nr	canonical_smiles	WRN inhibitor	KB-V1 MDR tox	ATXN2 expr inh	SW480 rerep	KB-3-1 tox	HT1080NT lethal	HT1080 IDH1KD tx	IL-1B inflam inh	MCF10A rereplic
21	CCC/C=N/NC(=O)c1[nH]c2c([N+](=O)[O-])cccc2c1C	-5%	0%	?	18µM*	23µM*	?	?	68	6.5µM*
22	COc1ccc(S(=O)(=O)NCCOc2ccccc2)cc1OC	7%	?	3%	-2%	0%	-4%	1%	0	-3%
23	Nc1cc(=O)[nH]c(SCC(=O)Nc2cc(Cl)cc(Cl)c2)n1	3%	-22%	?	-8%	1%	-7%	-4%	13	12%
24	Cc1ccccc1N1CC(C(=O)N2CCCCCC2)CC1=O (configuration not stated)	1%	-6%	31%	-2%	7%	10%	3%	14	-3%
25	O=C1ON=C(c2ccc(Cl)cc2)/C1=C/c1ccc(O)cc1	9.5µM*	21µM*	-8%[11.3 µM]	4%	-26%	?	?	-102*	?
26	Brc1ccccc1OCCCCN1CCCCC1	9%	-21%	-4%	-15%	4%	12%	10%	-18	15%
27	CC(C)CCNC(=O)NC(=O)COC(=O)C1CCN(S(=O)(=O)c2ccccc2F)CC1	-6%	22%	3%	-1%	?	26%	30%	23	-3%
28	CCc1noc(C)c1C(=O)Nc1nc(-c2cc(C)ccc2C)c(C)s1	-8%	?	-22%	?	?	-2%	-9%	30	?
29	CC(NC(=O)COc1cc(=O)n(C)c2ccccc12)c1ccc2c(c1)OCCO2 (configuration not stated)	2%	12%	.	-16%	-7%	10%	4%	19	-2%
30	Cc1ccccc1C(=O)NC1CCN(Cc2nnnn2C(C)(C)C)CC1	-3%	24%	-6%	-16%	9%	16%	14%	-5	3%
31	COC(=O)c1ccccc1NC(=O)NC1CC1	4%	20%	.	-68%[inhibitor]	-1%	12%	3%	10	-2%
32	O=c1c2cc(Br)ccc2nc(-c2cccc(C(F)(F)F)c2)n1O	-3%	2.3µM*	?	11%	2.9µM*	?	?	73	?
33	CCOC(=O)N/N=C(\C)c1ccc(OC(F)F)cc1OC(F)F	-2%	-14%	0%	-13%	-18%	5%	0%	?	-9%
34	Cc1cn(CC(=O)N(C)Cc2ccco2)c(=O)[nH]c1=O	1%	-4%	0%	-2%	-10%	-2%	0%	17	3%
35	OC(CSc1ccc(F)cc1)CN1CCN(c2ccccc2)CC1 (configuration not stated)	-2%	4%	-1%	-16%	?	1%	1%	-5	28%
36	O=C(NC(=S)Nc1ccc(N2CCCC2)cc1)c1ccccc1[N+](=O)[O-]	-17%	-10%	6%	1%	0%	-2%	-2%	102	25%
37	O=[N+]([O-])c1ccccc1S(=O)(=O)NC1CC2CCC1C2 (configuration not stated)	11%	?	-17%	-3%	-5%	6%	4%	12	1%
38	COc1ccc(-c2nc(NC(=O)c3ccc(OCC(=O)Nc4ccc(F)cc4)c(OC)c3)sc2C)cc1	-6%	-37%	?	21%	-31%	18µM*	16µM*	-1	21µM*
39	COc1ccc2c(c1OC)C(=O)N1N=C(c3ccc(O)cc3)CC21 (configuration not stated)	-10%	8%	1%	-7%	11%	-3%	-1%	-12	4%
40	CN(Cc1ccccc1)C(=O)c1[nH]cnc1C(=O)Nc1ccccc1	-1%	?	-6%	-6%	7%	4%	-2%	3	18%
41	Cc1cccc(N2CCN(C(=O)c3ccc4nc[nH]c4c3)CC2)c1C	3%	15%	-19%	?	-3%	-13%	-14%	-18	20%
42	O=C(Nc1ncn[nH]1)c1ccccc1Br	-22%	-2%	-2%	-1%	0%	3%	13%	4	1%

# Of the compounds above, seven have fluorine.
nr	canonical_smiles	WRN inhibitor	KB-V1 MDR tox	ATXN2 expr inh	SW480 rerep	KB-3-1 tox	HT1080NT lethal	HT1080 IDH1KD tx	IL-1B inflam inh	MCF10A rereplic
1	CSCC[C@H](NC(=O)OC(C)(C)C)C(=O)N1CCC(C(=O)N[C@@H](C)C(=O)NCc2ccc(F)cc2)CC1	4%	?	-5%	-7%	0%	-1%	-1%	15	6%
18	Cc1cc(C(=O)COC(=O)c2ccc(O)cc2O)c(C)n1-c1ccc(OC(F)F)cc1	1%	?	-19%	0%	16µM*	-7%	-20%	-3	?
27	CC(C)CCNC(=O)NC(=O)COC(=O)C1CCN(S(=O)(=O)c2ccccc2F)CC1	-6%	22%	3%	-1%	?	26%	30%	23	-3%
32	O=c1c2cc(Br)ccc2nc(-c2cccc(C(F)(F)F)c2)n1O	-3%	2.3µM*	?	11%	2.9µM*	?	?	73	?
33	CCOC(=O)N/N=C(\C)c1ccc(OC(F)F)cc1OC(F)F	-2%	-14%	0%	-13%	-18%	5%	0%	?	-9%
35	OC(CSc1ccc(F)cc1)CN1CCN(c2ccccc2)CC1 (configuration not stated)	-2%	4%	-1%	-16%	?	1%	1%	-5	28%
38	COc1ccc(-c2nc(NC(=O)c3ccc(OCC(=O)Nc4ccc(F)cc4)c(OC)c3)sc2C)cc1	-6%	-37%	?	21%	-31%	18µM*	16µM*	-1	21µM*
